Compound activity: PubChem, Broad Institute
ERp5 inh = blocks human ERp5 reductase activity on insulin; Q15084; AID 651711; inhibition, % at 9.99 µM; ERp5 insulin aggregation, absorbance 650 nm, 90 min; hit rate 0.05% among 350,000;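 active = mean replicate inhibition above about 25%, with every replicate also reaching it, limit read from the data, passing the limit was not always enough; inconclusive = only one of those two criteria met; inactive = neither criterion met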
Target sequence (Q15084 whole entry, looked up): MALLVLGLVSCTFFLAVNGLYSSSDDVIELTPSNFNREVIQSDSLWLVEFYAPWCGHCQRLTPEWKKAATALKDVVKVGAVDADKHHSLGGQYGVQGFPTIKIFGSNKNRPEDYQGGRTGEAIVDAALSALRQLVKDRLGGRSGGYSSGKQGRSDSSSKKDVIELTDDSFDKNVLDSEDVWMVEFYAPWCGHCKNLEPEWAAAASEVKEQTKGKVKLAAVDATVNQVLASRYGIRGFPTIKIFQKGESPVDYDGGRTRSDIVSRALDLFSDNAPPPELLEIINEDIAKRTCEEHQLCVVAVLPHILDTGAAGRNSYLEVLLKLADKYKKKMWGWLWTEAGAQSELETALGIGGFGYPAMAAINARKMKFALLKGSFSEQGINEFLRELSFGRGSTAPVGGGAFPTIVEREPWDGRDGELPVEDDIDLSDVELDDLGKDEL
SIRT5 inh = blocks human SIRT5 desuccinylation of peptide; inhibition, % at 15 µM; Q9NXA8; Purified SirT5, succinyl-peptide AMC, trypsin-coupled fluorescence; hit rate 1.1% among 330,000; AID 652115; in the data active = inhibition above about 15%; inconclusive = no clear call, values can overlap the other calls
Target sequence (Q9NXA8 whole entry, looked up): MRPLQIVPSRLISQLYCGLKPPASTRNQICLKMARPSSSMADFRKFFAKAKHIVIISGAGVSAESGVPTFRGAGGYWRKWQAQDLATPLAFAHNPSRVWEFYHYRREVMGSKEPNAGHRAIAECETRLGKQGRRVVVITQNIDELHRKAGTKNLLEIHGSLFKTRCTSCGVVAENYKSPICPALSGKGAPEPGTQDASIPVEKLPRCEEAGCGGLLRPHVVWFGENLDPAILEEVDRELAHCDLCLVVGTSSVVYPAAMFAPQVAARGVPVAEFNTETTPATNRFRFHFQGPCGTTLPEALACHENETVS
S100A4 inh HTS = inhibitors of human S100A4 binding to myosin IIA peptide; inhibition, % at 10.7 µM; hit rate 0.14% among 360,000; S100A4/TAMRA-MyoIIA peptide fluorescence polarization; P26447; AID 652163;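 active = mean inhibition of at least 70% across replicates, with every replicate also reaching that level; inconclusive = mean inhibition reaches 70% but some replicates fall short; inactive = mean inhibition below 70%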
Target sequence (P26447 whole entry, looked up): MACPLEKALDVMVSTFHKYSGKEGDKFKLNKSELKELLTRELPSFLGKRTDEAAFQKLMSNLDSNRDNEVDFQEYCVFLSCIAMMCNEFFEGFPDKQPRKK
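Test system: S100A4 monomer protein; Medium: HEPES pH 7.2 with CaCl2, KCl, NaCl, DTT, Triton; Probe or stimulus: TAMRA-labelled myosin IIA heavy-chain peptide probe, 5 nM; Doses: one dose per compound; Times: polarization read 5 min after assay mix addition, stable 5–60 min; Benchmarks: neutral control DMSO, positive control TFP.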
DENV2 CPE rescue = inhibitors of DENV2 cytopathic effect. DENV2-infected cells, cytopathic effect rescue, plate reader. AID 651640. hit rate 1.7% among 350,000. CPE inhibition, % at 9.99 µM; in the data active = CPE inhibition above about 20%, passing the limit was not always enough; inconclusive = no clear call, values can overlap the other calls; tested in BHK-21 cells;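 also: 0% = median of neutral control wells and 100% = median of positive control wells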
C2C12 statin = suppression of simvastatin myotoxicity; C2C12 myotubes + simvastatin, ATP luminescence, 48 h; scaled: DMSO 0, geranylgeraniol control 100; rescue of ATP level, % at 7.49 µM; hit rate 0.78% among 330,000;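 active = mean ATP rescue above about 67%, or every replicate alone reaching that limit, limit read from the data, passing the limit was not always enough; inconclusive = no clear call, values can overlap the other calls; inactive = mean under the limit and some replicate under it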;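 also: myotubes were challenged with 10 µM simvastatin during compound exposure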
PglD DTNB = inhibitors of Campylobacter jejuni PglD acetyltransferase | purified PglD enzyme, DTNB colorimetric CoA detection | inhibition, % at 12.5 µM | hit rate 0.098% among 360,000 | AID 602405; in the data active = inhibition above about 16%, passing the limit was not always enough; inconclusive = no clear call, values can overlap the other calls; also: strong numbers were not always called active
E-sel inducer = induces E-selectin expression in human endothelial cells | P16581 | HUVEC E-selectin immunofluorescence imaging; normalized: neutral wells 0, TNF-alpha wells 100 | activation, % at 7.58 µM | hit rate 0.37% among 260,000 | AID 686992;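 active = mean E-selectin-positive cell signal at least 10% of the positive control, reached in at least 60% of replicates, without over 20% cell loss; inconclusive = no rule given, readout overlaps actives, possibly toxicity-flagged; inactive = the rest, including those meeting only one limit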;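 also: in these data hits start at about 27%; measured in HUVEC primary endothelial cells; signal is the percent of cells scored E-selectin positive by PE staining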
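Read-out basis: % PE-positive cells; Test system: HUVEC primary endothelial cells; Technique: immunofluorescence imaging; Dosing: single-point compound dose.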
* = called active by the depositor; ? = inconclusive; . = not tested or not shown; & = joins results of further samples.

Structure	ERp5 inh	SIRT5 inh	S100A4 inh HTS	DENV2 CPE rescue	C2C12 statin	PglD DTNB	E-sel inducer
C[C@@H]1CN([C@@H](C)CO)C(=O)c2cc(C#CC3(O)CCCC3)cnc2O[C@@H]1CN(C)CC1CC1	-1	-2	-4	16	5	1	-0.4
COC(=O)c1c(NC(=O)COC(=O)c2ccc(NC(=O)CC#N)cc2)sc2c1CCCCC2	-3	-3	19	-9	.	.	1.4
CCCCOC(=O)c1ccc(NC(=O)c2c(N)n(C)c(=O)[nH]c2=O)cc1	-1	-8	2	-1	.	.	-0.2
COc1ccc(NC(=O)COc2ccccc2Cc2ccccc2)cc1S(N)(=O)=O	0	0	2	?	.	7	.
O=C(CN1C(=O)NC2(CCCCC2)C1=O)Nc1cc(C(F)(F)F)ccc1N1CCCCC1	1	-2	7	-4	-2	-3	0.2
COc1ccc2c(c1)c1nnc(SCC(=O)NC3CC3)nc1n2C	2	1	5	7	3	12	0.7
CN(C)C(=O)c1cccc(-c2ccccc2[C@@H]2[C@H](C#N)N(C(=O)C3CC3)[C@H]2CO)c1	-3	-2	13	-6	.	.	-0.1
CC(C)NS(=O)(=O)c1ccc(NC(=S)NC(=O)c2cccc([N+](=O)[O-])c2)cc1	0	-5	5	-13	.	-1	.
Cc1ccc(S(=O)(=O)N(C)c2ccc(OCC(=O)OCC(=O)N(CC#N)c3ccccc3)cc2)cc1	5	-2	4	.	.	.	.
COCCNC(=O)c1onc(CSc2ccc(F)c(F)c2)c1C(=O)NCCOC	.	.	.	.	5	0	0.1
Cc1noc(C)c1NC(=O)Nc1ccc2c(c1)CC(=O)N([C@@H](C)CO)C[C@@H](C)[C@@H](CN(C)C(=O)Nc1ccc(F)cc1)O2	0	-3	4	6	-12	4	0.6
O=C(Nc1ccc(F)cc1)N1CC(=O)N2[C@H](CO)[C@@H](c3ccc(Br)cc3)[C@H]2C1	8	0	0	-7	.	.	-0.1
Cc1cccc(N2CCN(C(=O)c3ccc(NC4=NC5CS(=O)(=O)CC5S4)cc3)CC2C)c1 (centres undefined)	1	-1	2	-3	3	4	.
COCCNCCOc1ccccc1-c1ccccc1	-8	-4	-1	.	.	-1	1.7
CCN(C(=O)COC(=O)CCC(=O)c1cccs1)C1CCCCC1	1	-1	1	-3	2	4	1.5
C[C@@H]1CN([C@H](C)CO)C(=O)c2cccc(NC(=O)c3ccncc3)c2O[C@H]1CN(C)C	-1	-5	5	-5	2	-3	.
C/C(=N\NC(=O)CNC(=O)C1COc2ccccc2O1)c1ccco1 (centres undefined)	0	-2	0	0	-10	1	0.0
N#CCSc1ccccc1NC(=O)COC(=O)Cc1c[nH]c2ccccc12	-1	1	-1	-4	14	.	0.1
O=C(C1CCC1)N1CCC(O)(c2cccc(F)c2)CC1	-1	-4	8	1	.	.	.
CC1CCCN(C(=O)CN2C(=O)c3ccccc3C2=O)C1 (centres undefined)	-12	-8	-3	.	1	-1	.
COc1ccc(NC(=O)Nc2ccc3c(c2)C(=O)N([C@H](C)CO)C[C@H](C)[C@@H](CN(C)C(=O)Nc2ccc(C(F)(F)F)cc2)OCCCC[C@@H](C)O3)cc1	-1	1	-2	?	.	1	25
COc1ccccc1/C=C/C(=O)OCC(=O)NCc1ccc2c(c1)OCO2	4	-1	-7	-8	6	7	.
COC(=O)c1ccc(COC(=O)C2CCN(S(=O)(=O)c3ccccc3C(=O)OC)CC2)cc1	-2	-3	3	-4	4	-4	.
COc1ccc(-c2csc(NC(=O)c3ccc(N4C(=O)CCC4=O)cc3)n2)cc1	-3	-7	2	1	-2	-1	.
O=[N+]([O-])c1ccc(C2(O)CN(c3ccccc3)C3=[N+]2CCS3)cc1 (centres undefined)	-7	0	-3	-2	8	-8	-0.8
O=C(NCc1ccco1)/C(=C/C=C\c1ccccc1)NC(=O)c1ccc(Br)o1	-5	0	0	3	.	.	.
COc1cccc(C#Cc2ccc3c(c2)[C@H]2[C@H](CCN2S(=O)(=O)c2cccc(OC)c2)[C@H](CO)N3)c1	-7	8	-13	38*	.	.	0.3
Cc1cccc(C)c1-n1cccc1/C=C1\SC(=S)N(c2cccc(C(=O)O)c2)C1=O	5	12	-2	.	.	.	.
COC(=O)C1=C(C(=O)OC)[C@@H]2Nc3ccccc3[C@@]23C[C@@H](C(=O)OC)N(C(C)=O)C3=N1	5	.	-5	-8	6	1	0.0
COc1ccc(NC(=O)CN2CCC(C(N)=O)(N3CCCCC3)CC2)c(OC)c1	6	-3	2	9	.	.	-0.1
CCc1noc(C)c1C(=O)OCC(=O)N(C)c1c(N)n(Cc2ccccc2)c(=O)[nH]c1=O	3	-3	-3	0	-5	1	0.6
O=C(NS(=O)(=O)Oc1ccc(F)cc1F)OC[C@@H]1CCCN2CCCCC12 (some centres undefined)	1	0	-3	-1	5	-2	.
CCCNC(=O)Nc1ccc2c(c1)OC[C@H](C)N(S(C)(=O)=O)C[C@@H](C)[C@H](OC)CN(C)C2=O	-6	2	6	-4	.	.	0.2
CC(C)OCCCNC(=O)c1ccc(CS(=O)(=O)c2cccc(C(F)(F)F)c2)o1	-4	-7	-3	?	6	-9	-0.1
O=C(CN1CCN(S(=O)(=O)c2ccccc2)CC1)Nc1ccc([N+](=O)[O-])cc1	1	2	3	8	.	.	-1.1
COC(=O)[C@H]1C[C@H]1[C@@H](NC(=O)c1cccnc1)c1ccccc1	0	-4	2	1	-3	3	0.9
O=S(=O)(NCCc1ccc(F)cc1)c1ccc(F)cc1Br	2	-2	2	18	11	3	3.3
Cc1ccc(C)c(S(=O)(=O)N2CCN(CC(=O)NC(C)c3ccccc3)CC2)c1 (centres undefined)	-7	-4	-2	-5	-8	-2	.
Cc1nnc(SCc2cc([N+](=O)[O-])cc3c2OCOC3)n(N)c1=O	0	-6	-2	3	.	.	.
COc1ccccc1NS(=O)(=O)c1ccc(C)c(C(=O)N2CCN(c3ccc(O)cc3)CC2)c1	-4	-4	1	-6	.	.	.
COC(=O)c1cc(N=C(N)N=C(N)N)cc(C(=O)OC)c1	4	-3	-6	7	.	.	1.6
CCCCNC(=O)Cc1ccc(Br)cc1	-3	0	-1	-2	.	.	-2.9
CC(C)NC(=O)c1onc(CSc2ccc(F)cc2)c1C(=O)NC(C)C	-3	.	-4	-19	0	-2	-0.1
Cc1ccc(S(=O)(=O)N2[C@H](c3ccccc3)CC(=O)[C@@H]3CN(S(=O)(=O)c4ccccc4)[C@H](c4ccccc4)C[C@@H]32)cc1	-5	1	2	1	-17	3	.
C[C@@H]1CN([C@H](C)CO)S(=O)(=O)c2ccc(-c3cccnc3)cc2O[C@H]1CN(C)C(=O)C1CCC1	2	-5	11	-11	-8	1	-0.3
COc1ccccc1S(=O)(=O)N(C)C[C@H]1Oc2cc(C#CCC3CCCC3)ccc2S(=O)(=O)N([C@H](C)CO)C[C@H]1C	-5&-6&1	-2&-2&1	-6&-10&-4	-5&-3&2	-10&-6&-19	8&0	1.5&0.0
COc1cc2[nH]c(-c3cccc(F)c3)cc(=O)c2cc1OC	9	-5	1	9	-5	1	0.4
O=C(NN1CCOCC1)c1ccc(Cl)c(Cl)c1	-1	1	-1	-1	.	-9	1.7

2 of the compounds above, with values under each structure.
Results follow in this order: ERp5 inh, SIRT5 inh, S100A4 inh HTS, DENV2 CPE rescue, C2C12 statin, PglD DTNB, E-sel inducer
COC(=O)c1cc(N=C(N)N=C(N)N)cc(C(=O)OC)c1
  4, -3, -6, 7, ., ., 1.6
CCCCNC(=O)Cc1ccc(Br)cc1
  -3, 0, -1, -2, ., ., -2.9

(cont.)
Structure	ERp5 inh	SIRT5 inh	S100A4 inh HTS	DENV2 CPE rescue	C2C12 statin	PglD DTNB	E-sel inducer
C[C@H](CO)N1C[C@H](C)[C@@H](CN(C)Cc2ccc(C(F)(F)F)cc2)Oc2ccc(NC(=O)c3ccncc3)cc2C1=O	-2	5	12	0	-39	0	-15
CN(C)c1nc(N(C)C)nc(N2CC(CCl)OC2=N)n1 (centres undefined)	-2	-2	2	11	.	.	.
C[C@@H]1CCCCO[C@@H](CN(C)C(=O)Nc2ccccc2)[C@@H](C)CN([C@H](C)CO)C(=O)c2cc(NC(=O)Nc3ccccc3)ccc2O1	-2	5	-5	-3	.	0	0.0
O=C(COC(=O)c1ccc(S(=O)(=O)N2CCCCC2)cc1)Nc1ccccc1Cl	-6	-1	-5	8	7	-12	0.9
CCOc1ccc(NC(=O)Cn2nc(C(N)=O)c3ccccc3c2=O)cc1S(=O)(=O)N1CCCC1	9	-1	1	-6	0	5	0.2
O=C(NCCc1ccccc1)C1=COCCO1	5	-9	-1	-1	9	3	0.2
O=C(COc1nncc2ccccc12)Nc1ccc(F)c(F)c1	1	-3	-2	0	.	.	6.5
CCOc1ccc(C)cc1S(=O)(=O)n1cnc2ccccc21	0	0	-4	5	-38	3	.
COC12CC(=O)C(C(C)=O)=C(O)C1(C)c1c(O)c(C)c(O)c(C(C)=O)c1O2 (centres undefined)	12	7	-17	-19	0	5	.
CCCC(=O)Nc1cc(C(=O)O)ccc1Sc1ccc(C)cc1	0	-7	2	3	.	.	5.4
C[C@@H]1CN([C@H](C)CO)C(=O)c2cc(N(C)C)ccc2O[C@@H](C)CCCCO[C@H]1CN(C)S(=O)(=O)c1cccs1	3	2	-54	-2	15	-2	0.5
CCCCOC(=O)c1ccc(NC(=O)C(=O)CC(=O)c2ccc(OC)cc2)cc1	-1	-4	-8	1	.	.	1.3
Cc1ccc(S(=O)(=O)Nc2ccc3c(c2)CC(=O)N([C@@H](C)CO)C[C@H](C)[C@@H](CN(C)C(=O)Nc2ccc(C(F)(F)F)cc2)O3)cc1	-21	5	5	9	3	-1	-0.1
Cc1ccc(S(=O)(=O)N(C)C[C@H]2OCCCC[C@H](C)Oc3ccc(NS(C)(=O)=O)cc3C(=O)N([C@H](C)CO)C[C@@H]2C)cc1	-3	1	17	0	.	-2	0.0
Nc1ccc(C(=O)OCC(=O)N2CCOCC2)cc1[N+](=O)[O-]	-3	0	-3	-5	3	.	.
CO[C@@H]1CN(C)C(=O)c2ccc(NS(C)(=O)=O)cc2OC[C@@H](C)N(C(=O)C2CC2)C[C@H]1C	-2	2	9	1	2	1	0.0

These rows are one share of the data; rates above refer to the full screens.
